TAAR1 ag: human TAAR1 agonism; CHO RD-HGA16 TAAR1, Fluo-8 calcium fluorescence; vehicle wells 0%, saturating PEA agonist 100%; activation, % at 3 µM; actives 0.99% (n = 360,000); AID 624467;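 active = activation above the mean activation of all test compounds in the run plus 3 SD, cut at about 38% in these data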
Target sequence (Q96RJ0 whole entry, looked up): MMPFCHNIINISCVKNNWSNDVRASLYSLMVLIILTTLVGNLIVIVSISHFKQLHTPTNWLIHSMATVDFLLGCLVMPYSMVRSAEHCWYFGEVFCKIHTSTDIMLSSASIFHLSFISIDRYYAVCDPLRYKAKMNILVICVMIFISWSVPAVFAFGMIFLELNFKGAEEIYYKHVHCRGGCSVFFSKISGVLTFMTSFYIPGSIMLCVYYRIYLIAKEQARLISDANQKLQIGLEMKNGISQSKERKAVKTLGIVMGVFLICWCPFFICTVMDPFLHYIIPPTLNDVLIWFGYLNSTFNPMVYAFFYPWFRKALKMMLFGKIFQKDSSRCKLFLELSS
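Assay system – CHO-derived RD-HGA16 cells with stable Gα16 and human TAAR1 · Compound dosing – one-point dosing at 3 µM (nominal) · Incubation – 17-24 h seeding, 75 min 37 °C dye, 30 min RT · Measured by – kinetic Fluo-8 calcium fluorescence · Control set – DMSO vehicle as 0%, PEA at EC100 as 100% · Repeats – single well for each compound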
M1 ag parental: counter-screen for M1 agonists: effect in parental CHO-K1 cells. actives 0.48% (n = 360,000). activation, % at 3 µM. AID 602248. Fluo-8 calcium fluorescence; scaled to maximal ATP response, vehicle zero; in the data active = activation above about 15%;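 note: untransfected CHO-K1 host cells lacking M1 receptor as counterscreen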
TAAR1 antag: human TAAR1 antagonism; Q96RJ0; CHO RD-HGA16 TAAR1, Fluo-8 calcium fluorescence, antagonist; inhibition, % at 3 µM; actives 1.5% (n = 360,000); AID 624466;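 active = inhibition above a per-plate cutoff, the mean inhibition of test compounds on that plate plus 3 SD, cut at about 49% in these data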;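 note: 0% = DMSO plus EC80 beta-PEA response and 100% = DMSO alone without agonist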
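Test system – hTAAR1-expressing CHO RD-HGA16 cells, Gα16-coupled · Also added – β-PEA at EC80 concentration, post-compound challenge · Compound – 3 µM, single point · Incubation – dye loading 75 min at 37 °C, then 30 min room temperature · Measured by – Fluo-8 intracellular calcium dye fluorescence, real-time kinetic reads · Benchmarks – vehicle and agonist controls · Replicates – singlicate, one well per test compound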
CHO-K1 Ca antag: counter-screen for M1 antagonists: effect in parental CHO-K1 cells; ATP-induced calcium, Fluo-8 fluorescence; inhibition, % at 3 µM; actives 0.6% (n = 360,000); AID 602250;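 active = inhibition above a per-plate cutoff, the plate's mean sample inhibition plus 3 SD, cut at about 24% in these data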;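 note: 0% = DMSO plus EC80 ATP and 100% = DMSO alone without ATP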
M1 PAM: potentiates human M1 receptor response to acetylcholine; CHO-K1 hM1, Fluo-8 calcium fluorescence, ACh EC20; 0% = ACh EC20, 100% = maximal ACh; activation, % at 3 µM; actives 0.088% (n = 360,000); in the data active = activation above about 19%, passing the limit was not always enough
Target sequence (P11229 whole entry, looked up): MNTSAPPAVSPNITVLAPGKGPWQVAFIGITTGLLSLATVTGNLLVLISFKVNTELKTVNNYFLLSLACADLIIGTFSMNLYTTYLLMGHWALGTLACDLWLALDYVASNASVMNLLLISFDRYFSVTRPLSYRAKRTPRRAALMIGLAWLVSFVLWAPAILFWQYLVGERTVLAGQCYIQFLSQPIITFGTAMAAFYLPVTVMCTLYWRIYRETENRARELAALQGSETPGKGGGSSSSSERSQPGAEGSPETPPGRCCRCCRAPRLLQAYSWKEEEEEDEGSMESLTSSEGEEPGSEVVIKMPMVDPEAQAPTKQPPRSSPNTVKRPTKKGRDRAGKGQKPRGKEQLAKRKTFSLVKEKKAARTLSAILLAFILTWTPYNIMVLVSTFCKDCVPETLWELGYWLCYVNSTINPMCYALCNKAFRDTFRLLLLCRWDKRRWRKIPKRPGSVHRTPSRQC
M1 PAM parental: nonselective activator or artifact in parental CHO-K1 calcium assay. ATP EC20, Fluo-8 calcium fluorescence; 0% at ATP EC20, 100% at ATP max. activation, % at 3 µM. actives 0.02% (n = 360,000);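 active = activation above the run cutoff, the mean activation of all test compounds plus 3 SD, cut at about 40% in these data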;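 note: peak over basal fluorescence ratio in a 140 s read after ATP addition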
CHO parental Ca: signal in parental CHO cells, OX1R antagonist counter-screen | parental CHO-K1, ATP-induced calcium, Fluo-8 fluorescence | inhibition, % at 5.6 µM | actives 0.63% (n = 330,000) | AID 463079;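 active = inhibition above that plate's mean sample inhibition plus 3 SD, cut at about 26% in these data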;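 note: 0% = ATP-challenged DMSO wells and 100% = DMSO wells without ATP; some compounds past the cut are filed as inactive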
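Assay system – parental CHO cells · Reagent – ATP stimulus · Detection – intracellular calcium via Fluo-8 no-wash fluorescent dye · Evaluation – percent inhibition of ATP-evoked calcium rise, normalized to controls · Controls – ATP wells versus no-ATP DMSO wells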
CHRM1 agonist: activates human CHRM1 receptor. CHO-K1 hM1, Fluo-8 calcium fluorescence, agonist mode; 0% DMSO, 100% acetylcholine EC100. actives 0.33% (n = 360,000). AID 588814. activation, % at 3 µM;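 active = activation above the run's mean compound activation plus 3 SD, cut at about 16% in these data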;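 note: peak over basal fluorescence ratio within a 140 s kinetic read after compound addition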
CHRM1 antagonist: human CHRM1 antagonism; actives 1.3% (n = 360,000); AID 588852; P11229; inhibition, % at 3 µM; CHO-K1 hM1, Fluo-8 calcium fluorescence, ACh EC80 antagonist;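 active = percent inhibition above its own plate's cutoff, namely the mean of that plate's compound wells plus 3 SD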;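 note: peak over basal fluorescence ratio during 140 s after agonist addition; 0% = ACh EC80 plus DMSO and 100% = DMSO alone without agonist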
Numbers without * were called inactive; . = no result given.

Preview (five entries):
SMILES | TAAR1 ag | M1 ag parental | TAAR1 antag | CHO-K1 Ca antag | M1 PAM | M1 PAM parental | CHO parental Ca | CHRM1 agonist | CHRM1 antagonist
Cc1cc(CN2CCN(CC(=O)Nc3cc(C(F)(F)F)ccc3-n3cncn3)CC2)no1 | 2 | 0.2 | 3 | -12 | 0 | 1 | -20 | -5 | -1
CC1CCCN(CC(O)COc2ccc3c(c2)OCO3)C1 (stereo not given) | 1 | 0.7 | 0 | -7 | 15 | 24 | -8 | -10 | -6
Cc1c(C(=O)NCCN2CCCC(O)C2)oc2c(F)cccc12 (stereo not given) | 2 | 0.7 | 7 | 4 | 8 | -28 | -8 | -3 | -4
CC(C)CN(CCOc1cccc(N2C(=O)C3=C(CCCC3)C2=O)c1)CC(C)C | -2 | 2.2 | -10 | -13 | 2 | 22 | -23 | -7 | -5
O=C(NCCCn1ccnc1)/C(=C\c1cccs1)NC(=O)c1cccs1 | 1 | -0.3 | 24 | -5 | 5 | -10 | -1 | -3 | 8

The list itself, from the first entry:
SMILES | TAAR1 ag | M1 ag parental | TAAR1 antag | CHO-K1 Ca antag | M1 PAM | M1 PAM parental | CHO parental Ca | CHRM1 agonist | CHRM1 antagonist
Cc1cc(CN2CCN(CC(=O)Nc3cc(C(F)(F)F)ccc3-n3cncn3)CC2)no1 | 2 | 0.2 | 3 | -12 | 0 | 1 | -20 | -5 | -1
CC1CCCN(CC(O)COc2ccc3c(c2)OCO3)C1 (stereo not given) | 1 | 0.7 | 0 | -7 | 15 | 24 | -8 | -10 | -6
Cc1c(C(=O)NCCN2CCCC(O)C2)oc2c(F)cccc12 (stereo not given) | 2 | 0.7 | 7 | 4 | 8 | -28 | -8 | -3 | -4
CC(C)CN(CCOc1cccc(N2C(=O)C3=C(CCCC3)C2=O)c1)CC(C)C | -2 | 2.2 | -10 | -13 | 2 | 22 | -23 | -7 | -5
O=C(NCCCn1ccnc1)/C(=C\c1cccs1)NC(=O)c1cccs1 | 1 | -0.3 | 24 | -5 | 5 | -10 | -1 | -3 | 8
Cc1cc(=O)oc2cc(NS(=O)(=O)c3ccc(F)cc3)ccc12 | 4 | 1.0 | -1 | 13 | 12 | -12 | -12 | 2 | -9
CC1CCC(N2CCN(c3ccc([N+](=O)[O-])cc3)CC2)CC1 (stereo not given) | -2 | 1.8 | -22 | -7 | -11 | 16 | -13 | -9 | 6
O=C(Nc1ccccc1Cl)c1cc(C2CCCN(C(=O)c3cccc(O)c3)C2)on1 (stereo not given) | 5 | 0.7 | -13 | 0 | -3 | 16 | . | -2 | 5
CCOC(CCNC(=O)c1cc2c(=O)[nH]c3ccccc3c2s1)OCC | 2 | 0.3 | -12 | -6 | 1 | -8 | -2 | -1 | 8
COCCN(C(=O)CCc1nnc(CCc2c[nH]c3ccccc23)o1)C(C)C | 8 | 0.9 | 1 | -12 | 11 | 20 | -1 | -7 | -6
O=C(OCC(=O)N1CCCC1)c1cccc(Br)c1 | -3 | 1.9 | 9 | -10 | 8 | 22 | 2 | -6 | -6
COc1ccc(NC(=O)CSc2nnc(Cc3cccn3C)n2CCc2ccccc2)cc1OC | 4 | 0.5 | 17 | -12 | 3 | 15 | -13 | -5 | -4
COC(=O)CCP(=O)(O)Cc1ccccc1CP(=O)(O)CCC(=O)OC | 16 | 0.0 | -4 | -13 | 8 | 7 | -3 | -1 | -16
COC(=O)[C@H](Cc1ccccc1)NC(=O)[C@@]1(C)C[C@@H]1[C@@H](NC(=O)OCc1ccccc1)c1ccccc1 | 2 | 1.3 | 36 | 6 | -8 | 1 | 1 | -5 | 2
O=C1CCCC2=C1C(c1cccs1)n1ncnc1N2 (stereo not given) | 10 | 0.4 | -8 | -14 | -2 | 7 | -4 | -1 | 0
CCOc1ccc(N(CC(=O)N2CCCC2)S(=O)(=O)c2c(C)noc2C)cc1 | -1 | 0.7 | 5 | 2 | 7 | 18 | -10 | -3 | -8
NC1=NC(=O)/C(=C/c2ccccc2OS(=O)(=O)c2ccccc2)S1 | 2 | 0.1 | 14 | -6 | 7 | 16 | -8 | -4 | -4
Cc1ccc(Cc2c(-c3ccc(C)cc3)nc3c4ccccc4ccn23)cc1 | 5 | 0.2 | -36 | -9 | 2 | 9 | . | -5 | -5
COc1cccc(-c2nc(NC3CCCC3)c3ccccc3n2)c1O | 8 | 2.0 | 61* | -14 | -8 | 2 | -6 | 0 | 6
O=C(/C(=N\Nc1ccc(Br)cc1)Sc1nnnn1-c1ccccc1)c1ccccc1 | -2 | 0.6 | -5 | -13 | -10 | 12 | -18 | 0 | 10
COCCCn1c(SCC(=O)Nc2sc3c(c2C#N)CCCC3)nnc1-c1ccncc1 | 0 | -0.5 | 5 | 4 | 5 | -5 | -15 | 1 | -4
CCOC(=O)c1c(C)[nH]c(C(=O)COC(=O)C23CC4CC(CC(Cl)(C4)C2)C3)c1C | 12 | -0.1 | 19 | 5 | 2 | 2 | -28 | -6 | 0
Clc1cccc(Cl)c1Cn1nnc(N2CCCC2)n1 | 15 | 0.4 | -28 | -6 | -1 | 9 | -13 | -8 | 8
Cc1cc(C)c2c(-n3cccc3)c(NC(=O)OC(C)C)sc2n1 | 23 | 1.5 | -3 | 9 | -6 | -5 | -28 | -4 | 8
N#Cc1nc(-c2ccco2)oc1NCc1ccco1 | -2 | 0.3 | -24 | -8 | 5 | 22 | 9 | -7 | 0
CC(O)[C@H]1CN=C(N)N1CC(C)(C)C (stereo not given in full) | 5 | 0.6 | 4 | -4 | 8 | 11 | -1 | -4 | -13
CCOC(=O)Cc1csc(NC(=O)CN2C(=O)c3ccccc3C2=O)n1 | 1 | 0.1 | -2 | -7 | 6 | 20 | -10 | 0 | -6
CC(C)N(CCNC(=O)C1CCN(S(=O)(=O)N2CCOCC2)CC1)Cc1ccccc1 | -3 | 0.0 | -8 | 1 | -8 | 3 | -12 | -3 | 13
Cc1cccc(C(=O)CC(=O)c2cc(Cl)ccc2O)c1 | . | 1.9 | . | -10 | 3 | 18 | -16 | 4 | -7
O=C(CSc1ncnc2nc[nH]c12)N1CCN(c2ccccc2)CC1 | 2 | 0.4 | -1 | -7 | 11 | 13 | -6 | -6 | -9
Cc1cccc(NC(=S)N2CCC(c3nc4ccccc4o3)CC2)c1 | 15 | 0.9 | -1 | -15 | -1 | 0 | 6 | -4 | 8
Cc1oc(C(C)(C)C)cc1C(=O)Nc1cccc(C(=O)O)c1 | 13 | 0.3 | 5 | -6 | -4 | 9 | -7 | -4 | 10
COc1ccccc1CNC(=O)[C@H](C)NC(=O)C1CCN(C(=O)[C@@H](N)Cc2ccccc2)CC1 | -1 | 0.1 | 5 | -1 | 11 | 12 | -5 | -1 | -17
Cc1nc2ccccc2c2oc(C(=O)NCC3COc4ccccc4O3)cc12 (stereo not given) | 4 | 11 | 54* | -8 | -19 | 22 | 41* | -3 | 15
O=C(c1ccc(N2CCCCC2)c([N+](=O)[O-])c1)N1CCN(S(=O)(=O)c2ccccc2)CC1 | 0 | 3.2 | 16 | -2 | -7 | -9 | -10 | -3 | 3
O=C1c2ccccc2NC(c2cccnc2)N1c1ccccc1F (stereo not given) | -3 | -0.2 | 10 | 0 | 4 | -1 | -8 | -7 | -12
Cc1ccc(C2(C)NC(=O)N(CC(=O)c3ccc(Cl)s3)C2=O)cc1 (stereo not given) | 21 | 6.7 | -29 | -14 | 9 | 25 | -1 | 11 | 3
COc1cccc2c1OC1(CCN(C(C)C)CC1)N1N=C(c3cccnc3)CC21 (stereo not given) | 0 | 4.2 | 4 | -2 | -7 | 8 | -15 | -3 | 13
Cc1onc(-c2ccccc2)c1C(=O)NC(=S)Nc1sc2c(c1C#N)CCC(C)C2 (stereo not given) | 2 | -0.8 | -1 | 0 | 5 | 16 | -9 | -3 | -7
COC(=O)CC1=NN(c2ccc(OC)cc2)C(=O)/C1=C\c1ccc(Cl)cc1 | 0 | 8.1 | -27 | -1 | 8 | 15 | 9 | -9 | -3

Reprinted at random: 2 records from the list.
SMILES | TAAR1 ag | M1 ag parental | TAAR1 antag | CHO-K1 Ca antag | M1 PAM | M1 PAM parental | CHO parental Ca | CHRM1 agonist | CHRM1 antagonist
Cc1cc(C)c2c(-n3cccc3)c(NC(=O)OC(C)C)sc2n1 | 23 | 1.5 | -3 | 9 | -6 | -5 | -28 | -4 | 8
CC1CCC(N2CCN(c3ccc([N+](=O)[O-])cc3)CC2)CC1 (stereo not given) | -2 | 1.8 | -22 | -7 | -11 | 16 | -13 | -9 | 6

(cont.)
SMILES | TAAR1 ag | M1 ag parental | TAAR1 antag | CHO-K1 Ca antag | M1 PAM | M1 PAM parental | CHO parental Ca | CHRM1 agonist | CHRM1 antagonist
CCCCc1nc(SCCOC)c2c(=O)n(C)c(=O)n(C)c2n1 | -3 | 0.5 | -11 | -8 | 2 | -4 | -12 | -5 | 3
FC(F)(F)c1cnc2c(c1)[nH]c(=S)n2-c1ccc(Cl)cc1 | 1 | 16* | 18 | 2 | -20 | 5 | 5 | 0 | 20
Cc1ccc(S(=O)(=O)NC(=O)Cn2nnc(-c3ccccc3)c2COc2ccc3ccccc3c2)cc1 | 4 | 0.0 | -6 | 3 | 9 | -9 | . | 0 | -7
c1ccc(Cn2c(SCCN3CCOCC3)nnc2-c2cccnc2)cc1 | 9 | 0.0 | -2 | -13 | 6 | 19 | -3 | -2 | -7
CCCCOc1[nH]c2nc(-c3ccco3)n(Cc3ccco3)c(=N)c2c1C#N | 6 | 2.7 | 15 | -2 | 4 | 14 | -8 | 0 | -3
CCn1c(COc2ccccc2)nc2ccccc21 | 0 | 0.1 | 8 | -5 | 7 | 6 | -3 | -4 | -4
Cc1cccnc1C(NC(=O)C1CCN(Cc2ccc(Cl)c(Cl)c2)CC1)c1ccc(Cl)cc1 (stereo not given) | -1 | 0.3 | 19 | -26 | -4 | 21 | . | -7 | -5
COc1cccc(CNC(=O)CN2C(=O)NC(c3ccccc3)(c3ccccc3)C2=O)c1 | 3 | 9.4 | -20 | 6 | 10 | 2 | . | -1 | -4
CN(CC(=O)Nc1cccc(F)c1)CC(=O)N(C)CC(=O)Nc1ccccc1Br | 1 | -0.1 | -7 | -10 | 3 | 11 | -26 | -4 | -2

Screening results (PubChem BioAssay)

Rows were taken by chance, and some 4.4% of all compounds hit somewhere here.
